KCNK3 inh: human KCNK3 channel inhibition, primary screen; 340,000 tested, 0.84% active; O14649; B-score at 10 µM; CHO-KCNK3 thallium flux, FluxOR fluorescence; stronger effect = lower value; AID 602410;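 active = B-score under library mean minus 4 SD, starting fluorescence ratio at most library mean plus 5 SD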;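 also: more negative B-score means stronger inhibition of thallium flux through KCNK3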
KCNK9 block: human KCNK9 channel inhibition; 310,000 tested, 1.2% active; Q9NPC2; B-score at 10 µM; AID 488922; HEK293 KCNK9, FluxOR thallium flux fluorescence; stronger effect = lower value;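 active = ratio B-score over 3 SD below the library mean, with starting fluorescence within 5 SD of its mean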;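 also: negative B-score means less thallium flux so channel inhibition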
TMEM16A act: activators or potentiators of mouse TMEM16A chloride channel; AID 623877; B-score at 10 µM; HEK293 TMEM16A/YFP-H148Q/I152L, iodide quench fluorescence; stronger effect = lower value; 340,000 tested, 0.3% active; Q8BHY3;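 active = fluorescence-ratio B-score plate-corrected deviation score at least 3 library SD below zero, with starting fluorescence score within 5 deviations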;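 also: channel opened by trigger with iodide after compound preincubation; score built on the fluorescence ratio of max minus min over baseline; more negative score means more quench and so TMEM16A activation or potentiation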
Target sequence (Q8BHY3 whole entry, looked up): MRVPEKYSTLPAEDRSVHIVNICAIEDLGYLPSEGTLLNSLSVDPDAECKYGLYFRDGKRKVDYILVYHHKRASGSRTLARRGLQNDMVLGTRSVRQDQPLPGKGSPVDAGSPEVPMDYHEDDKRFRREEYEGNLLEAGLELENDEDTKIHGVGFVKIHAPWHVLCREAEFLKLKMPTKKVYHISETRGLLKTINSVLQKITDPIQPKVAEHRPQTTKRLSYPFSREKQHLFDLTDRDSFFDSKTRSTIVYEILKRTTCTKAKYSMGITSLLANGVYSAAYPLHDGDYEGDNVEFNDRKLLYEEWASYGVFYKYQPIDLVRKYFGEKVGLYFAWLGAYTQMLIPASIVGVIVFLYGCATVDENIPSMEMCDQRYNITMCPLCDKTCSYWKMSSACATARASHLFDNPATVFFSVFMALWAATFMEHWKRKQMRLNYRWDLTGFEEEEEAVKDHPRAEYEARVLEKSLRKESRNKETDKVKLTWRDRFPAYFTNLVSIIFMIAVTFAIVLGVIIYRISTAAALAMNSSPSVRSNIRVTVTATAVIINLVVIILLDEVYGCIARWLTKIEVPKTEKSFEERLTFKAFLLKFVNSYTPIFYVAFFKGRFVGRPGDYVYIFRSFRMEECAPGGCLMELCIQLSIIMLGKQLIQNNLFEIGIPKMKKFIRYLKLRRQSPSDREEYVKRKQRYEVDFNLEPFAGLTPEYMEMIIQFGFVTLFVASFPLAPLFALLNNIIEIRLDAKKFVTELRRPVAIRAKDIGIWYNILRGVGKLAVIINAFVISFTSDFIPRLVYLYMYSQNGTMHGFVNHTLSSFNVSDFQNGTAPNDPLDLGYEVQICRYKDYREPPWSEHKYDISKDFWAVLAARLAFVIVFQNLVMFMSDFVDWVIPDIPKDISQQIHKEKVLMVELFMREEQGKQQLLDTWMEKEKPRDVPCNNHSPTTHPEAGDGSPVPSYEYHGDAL
KCNQ1 inh: blocks the human KCNQ1 potassium channel. P51787. CHO-K1 KCNQ1, FluxOR thallium flux fluorescence; stronger effect = higher value. B-score at 10 µM. 310,000 tested, 1.3% active;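 active = compounds whose thallium flux B-score, printed positive for inhibition, exceeds three library SD while starting fluorescence stays within three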;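 also: channel opened by potassium depolarization with thallium stimulus after 20 min compound exposure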
hERG protect: shields human hERG channel from block by proarrhythmic agents | Q12809 | CHO-hERG, FluxOR thallium flux, dofetilide IC70 present | activation (rescue from dofetilide block), less the hit threshold, % at 10 µM | 310,000 tested, 0.51% active | AID 1511;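 active = activation above the mean of controls blocked by dofetilide plus 5 SD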;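 also: thallium influx through hERG after potassium depolarization seen as dye fluorescence rise; in these data hits start at about 4.7%; inactives centre near -7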
HDAC3 inh: blocks human histone deacetylase 3 | O15379 | inhibition, % at 8.3 µM | recombinant HDAC3, fluorogenic peptide/trypsin coupled, fluorescence | AID 2718 | 320,000 tested, 0.15% active; in the data active = inhibition above about 26%, passing the limit was not always enough
RGS4 act: potentiators or activators of RGS4. HEK293 M3R/inducible RGS4, carbachol calcium flux Fluo4; stronger effect = lower value. B-score at 10 µM. 310,000 tested, 0.92% active;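 active = B-score of the integrated calcium signal more than 4 SD below the library mean, with starting fluorescence not abnormally high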;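 also: negative B-score means reduced calcium response which marks RGS4 activation or potentiation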
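Detection: kinetic calcium fluorescence imaging with Fluo4-AM dye, 2 µM / Material: HEK293 cells with stable M3R and inducible RGS4 / Schedule: recording 10 s baseline at 1 Hz, 100 s post-agonist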
KCNQ1 pot: potentiators or activators of human KCNQ1 potassium channel | P51787 | CHO-K1 KCNQ1, thallium flux FluxOR fluorescence; stronger effect = higher value | B-score at 10 µM | 310,000 tested, 0.35% active;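 active = fluorescence ratio B-score, a plate-corrected score, at least three library SD, with initial intensity B-score within 5 SD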
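System: Stable KCNQ1 CHO-K1 line | Incubation: 90 min dye loading and 20 min compound exposure, both at room temperature | Measure: Ratio B score | Medium: Assay buffer for compound exposure, DMSO matched across wells | Compound dosing: Single-concentration screen | Probe or stimulus: K+/Tl+ depolarizing stimulus | Measured by: Kinetic FluxOR fluorescence, 10 s baseline plus 110 s post-stimulus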
SKKanGAS inh: SKKanGAS growth inhibition; S. pyogenes SKKanGAS, kanamycin growth, BacTiter-Glo, 6 h; inhibition, % at 7.5 µM; 300,000 tested, 1.3% active; AID 1662;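 active = mean replicate score, as percent of positive control median, at least 50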;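 also: strain carries kanamycin resistance gene driven by streptokinase promoter and grows in 40 µg/ml kanamycin; loss of luminescence reflects streptokinase promoter inhibition or plain growth inhibition; 0% = median of DMSO wells and 100% = positive control at its reference dose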
TMEM16A inh: mouse TMEM16A channel inhibition, primary screen; Q8BHY3; normalized B-score (activity score, 25-100; higher = stronger inhibition) at 10 µM; 310,000 tested, 1.2% active; HEK293 TMEM16A/YFP iodide influx fluorescence, ionomycin;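 active = ratio plate-corrected score three or more library SD toward inhibition, starting fluorescence score within five deviations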;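 also: score derived from kinetic fluorescence span divided by baseline fluorescence per well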
RGS4 block: inhibitors of human RGS4; P49798; HEK293 M3R/RGS4 inducible, Fluo-4 calcium flux; stronger effect = higher value; triggered by carbachol at its EC20; B-score at 10 µM; 310,000 tested, 0.45% active; AID 463165;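 active = B-score, a plate-corrected calcium signal, over three deviations above library mean, with baseline fluorescence within five deviations of library mean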;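 also: RGS4 expression induced by doxycycline in cells with stable M3 receptor; B-score is computed from the integrated fluorescence ratio over baseline after carbachol; higher B-score means a larger calcium signal and so more RGS4 inhibition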
* hit, by the source's call; i = inactive; x = no result given.

SMILES	KCNK3 inh	KCNK9 block	TMEM16A act	KCNQ1 inh	hERG protect	HDAC3 inh	RGS4 act	KCNQ1 pot	SKKanGAS inh	TMEM16A inh	RGS4 block
CCn1cc(C(=O)NC2CC(C)(C)Cc3c2cnn3-c2cccc(F)c2)cn1 (configuration not stated)	i	i	i	i	-8	-1	i	i	-3	i	i
CC(C)C(Nc1ccc(S(=O)(=O)N2CCOCC2)cc1[N+](=O)[O-])C(=O)O (configuration not stated)	i	i	i	i	-13	-13	i	i	2	i	i
Cc1ccc(-c2csc(NCCn3c(-c4ccncc4)nc4ccccc43)n2)cc1	i	i	i	i	-13	1	i	i	8	i	i
Cc1ccc(-c2cc(C(=O)Nc3ccc(S(=O)(=O)Nc4ncccn4)cc3)c3ccccc3n2)cc1	i	i	i	i	-9	-6	i	i	27	i	i
COc1cccc(-c2nc(NC(C)(C)C)c3ccccc3n2)c1O	i	i	i	i	-12	-2	i	i	14	i	i
Cc1cccc(NC2=C(Cl)C(=O)OC2OC(C)C)c1 (configuration not stated)	i	i	i	i	-17	11	i	i	-6	i	i
CC1=NN(c2ccccc2)C(=O)C1C(=O)c1ccccc1 (configuration not stated)	i	i	i	i	-4	5	i	i	-8	i	i
O=C(O)c1ccc(C2SCC(=O)N2Cc2ccccc2)cc1 (configuration not stated)	i	i	i	i	-3	-10	i	i	-7	i	i
COc1ccccc1NC(=O)C(=O)/C=C(\O)c1ccccc1	i	i	i	i	-7	1	i	i	3	i	i
C=CCC1NS(=O)(=O)O[C@H](CCCC)[C@@H]1O (some centres not stated)	i	i	i	i	-8	6	i	i	-2	i	i
CN(C(=O)CSc1ncnc2sccc12)c1c(N)n(Cc2ccccc2)c(=O)[nH]c1=O	i	i	i	i	-11	-4	i	i	-6	i	i
CCOC(=O)C1CCCN(C(=O)c2cc3cc(OC)c(OC)cc3[nH]2)C1 (configuration not stated)	i	i	i	i	-7	-2	i	i	1	i	i
N#Cc1ccc(OC(=O)c2cnccn2)cc1	i	i	i	i	-6	3	i	i	-2	i	i
COc1ccccc1-c1c(C)oc2c(CN3CCN(C)CC3)c(O)ccc2c1=O	i	i	i	i	-11	-61	i	i	2	i	i
COc1cccc(CC(Cc2nc3ccccc3[nH]2)c2nc3ccccc3[nH]2)c1 (configuration not stated)	i	i	i	i	-15	-2	i	i	13	i	i
O=C(NCC1CCCO1)C1CC1(c1ccccc1)c1ccccc1 (configuration not stated)	i	i	i	i	-5	-2	i	i	-10	i	i
COc1cccc(NC(=O)CN2CCN(S(=O)(=O)c3ccc(C(C)C)cc3)CC2)c1	i	i	i	i	-1	0	i	i	10	i	i
O=C(Nc1ccc(-n2ccc(C(F)(F)F)n2)cc1)c1cccs1	i	i	i	i	-10	-9	i	i	17	i	i
C/C(=N\NC(=O)CCCOc1ccc(Cl)cc1C)c1ccc(C)o1	i	i	i	i	-7	4	i	i	-1	i	i
COc1ccccc1/C=C/C=N/n1c(-c2n[nH]c3c2CCC3)n[nH]c1=S	i	i	i	i	-6	x	i	i	9	i	i
CCOC(=O)c1ccc(N2C(=O)CC(Nc3ccc(O)cc3)C2=O)cc1 (configuration not stated)	i	i	i	i	-1	-5	i	i	1	i	i
COc1ccc(Cl)cc1NC(=O)Nn1cnnc1	i	i	i	i	-10	-6	i	i	-2	i	i
COc1cc(CCCN2C(N)=NC[C@@H]2c2ccccc2)cc(OC)c1OC	i	i	i	i	-2	-3	i	i	1	i	i
CCOc1ccc2c(c1)c(N=O)c(O)n2C	i	i	i	i	-6	3	i	i	5	i	i
Cc1cc([N+](=O)[O-])nn1CC(=O)NC(C)c1ccccc1 (configuration not stated)	i	i	i	i	-6	-6	i	i	-2	i	i
O=C(NC1CCCC1)C(c1cccs1)N(Cc1ccco1)C(=O)Cn1nnc(-c2cccs2)n1 (configuration not stated)	i	i	i	i	-3	-3	i	i	9	i	i
CCOC(=O)c1cnc(SCC(=O)Nc2ccc(NC(C)=O)c(OC)c2)nc1N	i	i	i	i	-13	-9	i	i	5	i	i
CCOC(=O)C12CNC(=O)C(C(=O)OCC)(CNC1=O)C2	i	i	i	i	-10	-1	i	i	-4	i	i
Cc1ccc2nc(Cl)c(C3CC(c4ccco4)=NN3C(=O)CCCC(=O)O)cc2c1 (configuration not stated)	i	i	i	i	-5	x	i	i	-9	i	i
CCOc1ccc(/C=N/NC(=O)C(C)Sc2ccccn2)cc1OCC (configuration not stated)	i	i	i	i	-22	6	i	i	-2	i	i
Cc1ccn2c(NC(=O)c3ccccc3)c(-c3cccs3)nc2c1	i	i	i	i	-8	2	i	i	2	i	i
COc1ccc(Cn2nnnc2C(c2cc(OC)ccc2OC)N2CCC(C(N)=O)CC2)cc1 (configuration not stated)	i	i	i	i	-9	0	i	i	-6	i	i
CCN(CCN1CCCC1)C(=O)C1CCC(=O)N(CCCN2CCOCC2)C1 (configuration not stated)	i	i	i	i	-7	-7	i	i	-11	i	i
Cc1[nH]n(C(N)=S)c(=O)c1N=Nc1ccccc1C(F)(F)F	i	i	i	i	-6	3	i	i	24	i	i
COc1ccc(C(=O)/C=C/c2ccc(OC3CSC3)cc2)cc1OC	i	i	i	i	-12	3	i	i	-3	i	i
O=C(NCC1CCCO1)c1ccccc1-c1nc(-c2ccc(F)cc2)no1 (configuration not stated)	i	i	i	i	-18	-1	i	i	4	100*	i
Cc1ccc(S(=O)(=O)N2CCCCC2)cc1NC(=O)CCc1nc2ccccc2c(=O)[nH]1	i	i	i	i	-7	0	i	i	-10	i	i
NC(=O)CSc1nc2ccc([N+](=O)[O-])cc2[nH]1	i	i	i	i	-9	4	i	i	-2	i	i
COc1ccc(C(NC(=O)C2C3C=CC(C3)C2C(=O)O)c2ccccc2)cc1 (configuration not stated)	i	i	i	i	-2	-6	i	i	2	i	i
CCC1=NN2C(=N)/C(=C/c3ccc(OS(=O)(=O)c4ccccc4)cc3)C(=O)N=C2S1	i	i	i	i	-5	1	i	i	11	i	i
CC(=O)Nc1ccc(NC(=O)CCSCCc2ccccn2)cc1	i	i	i	i	-8	7	i	i	-2	i	i
CC1CCc2c(sc(NC(=O)c3ccc(-c4ccccc4[N+](=O)[O-])o3)c2C#N)C1 (configuration not stated)	i	i	i	i	-3	1	i	i	-12	i	i
CC(C)(C)SCCNC(=O)CN(c1ccccc1)S(=O)(=O)c1ccc(F)cc1	i	i	i	i	-2	-2	i	i	1	i	i
CCN(CC)CCCNC(=O)c1cc2nc3c(c(C(F)(F)F)n2n1)CCc1ccccc1-3	i	i	i	i	-21	-1	i	i	4	i	i
O=C(NC1CCCCC1)C(c1ccc(F)cc1)N(C(=O)c1csnn1)C1CCCC1 (configuration not stated)	i	i	i	i	-7	2	i	i	-4	i	i
O=C(CC1c2ccccc2Oc2ccccc21)N1CCN(c2ccccn2)CC1	i	i	i	i	-5	0	i	i	-9	i	i
CCCCC(=O)OCc1nc(N)nc(Nc2ccccc2C)n1	i	i	i	i	-8	2	i	i	-1	i	i
CCn1c(=O)c2ccccc2n(Cc2cccc([N+](=O)[O-])c2)c1=O	i	i	x	i	2	-1	i	i	1	i	i
NC(=O)C1CCN(C(=O)CNC(=O)c2ccc(Br)o2)CC1	i	i	i	i	-6	-2	i	i	2	i	i
CN(CC(=O)Nc1ccccc1)CC(=O)Nc1ccc(F)cc1	i	i	i	i	-5	-2	i	i	-2	i	i
CN(C)CCNc1c2c(nc3nnnn13)CCCC2	i	i	i	i	0	-3	i	i	2	i	i
O=C(CCc1nnc(CCc2ccccc2)o1)NC(c1cccnc1)C(F)(F)F (configuration not stated)	i	i	i	i	-11	-3	i	i	-2	i	i
N#CCSc1nc(-c2ccccc2)nc2ccccc12	i	i	i	i	-13	8	i	i	1	i	i
O=C1C=C(Nc2ccccc2O)c2ccccc2C1=O	i	i	i	i	-3	-1	i	i	52*	i	i

11 of the compounds above, with values under each structure.
Results follow in this order: KCNK3 inh	KCNK9 block	TMEM16A act	KCNQ1 inh	hERG protect	HDAC3 inh	RGS4 act	KCNQ1 pot	SKKanGAS inh	TMEM16A inh	RGS4 block
- COc1cc(CCCN2C(N)=NC[C@@H]2c2ccccc2)cc(OC)c1OC
 : i	i	i	i	-2	-3	i	i	1	i	i
- CCOc1ccc2c(c1)c(N=O)c(O)n2C
 : i	i	i	i	-6	3	i	i	5	i	i
- Cc1cc([N+](=O)[O-])nn1CC(=O)NC(C)c1ccccc1 (configuration not stated)
 : i	i	i	i	-6	-6	i	i	-2	i	i
- O=C(NC1CCCC1)C(c1cccs1)N(Cc1ccco1)C(=O)Cn1nnc(-c2cccs2)n1 (configuration not stated)
 : i	i	i	i	-3	-3	i	i	9	i	i
- CCOC(=O)c1cnc(SCC(=O)Nc2ccc(NC(C)=O)c(OC)c2)nc1N
 : i	i	i	i	-13	-9	i	i	5	i	i
- CCOC(=O)C12CNC(=O)C(C(=O)OCC)(CNC1=O)C2
 : i	i	i	i	-10	-1	i	i	-4	i	i
- Cc1ccc2nc(Cl)c(C3CC(c4ccco4)=NN3C(=O)CCCC(=O)O)cc2c1 (configuration not stated)
 : i	i	i	i	-5	x	i	i	-9	i	i
- CCOc1ccc(/C=N/NC(=O)C(C)Sc2ccccn2)cc1OCC (configuration not stated)
 : i	i	i	i	-22	6	i	i	-2	i	i
- Cc1ccn2c(NC(=O)c3ccccc3)c(-c3cccs3)nc2c1
 : i	i	i	i	-8	2	i	i	2	i	i
- COc1ccc(Cn2nnnc2C(c2cc(OC)ccc2OC)N2CCC(C(N)=O)CC2)cc1 (configuration not stated)
 : i	i	i	i	-9	0	i	i	-6	i	i
- CCN(CCN1CCCC1)C(=O)C1CCC(=O)N(CCCN2CCOCC2)C1 (configuration not stated)
 : i	i	i	i	-7	-7	i	i	-11	i	i
